CatB inh – blocks human cathepsin B protease activity; 63,000 compounds, 0.1% hits; purified cathepsin B, fluorogenic substrate, fluorescence; P07858; inhibition, %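 (tested at 10 µM)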; AID 453; in the data active = inhibition above about 21%;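 note: 0% = enzyme with no compound and 100% = no enzyme blank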
DUSP1 inh – blocks human MKP-1 phosphatase activity. recombinant MKP-1, OMFP hydrolysis fluorescence. inhibition, %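 (compounds tested at a single concentration somewhere between 10 and 100 µM)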. 65,000 compounds, 0.15% hits. P28562. AID 374;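 active = inhibition above about 50%, limit read from the data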;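 note: 0% = DMSO max control wells and 100% = wells with enzyme stopped by NaOH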
Target sequence (P28562 whole entry, looked up): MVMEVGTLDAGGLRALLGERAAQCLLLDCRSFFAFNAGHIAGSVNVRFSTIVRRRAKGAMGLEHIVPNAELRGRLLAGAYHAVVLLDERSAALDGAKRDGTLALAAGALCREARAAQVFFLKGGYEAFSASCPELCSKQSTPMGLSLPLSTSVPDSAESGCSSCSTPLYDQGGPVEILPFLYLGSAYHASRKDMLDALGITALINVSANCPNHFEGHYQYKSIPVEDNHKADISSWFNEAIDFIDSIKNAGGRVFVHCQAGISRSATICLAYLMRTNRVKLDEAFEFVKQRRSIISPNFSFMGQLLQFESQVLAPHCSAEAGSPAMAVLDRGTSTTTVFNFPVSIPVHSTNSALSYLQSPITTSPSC
D1 mod – allosterically modulates the human D1 dopamine receptor; HEK293 D1, CRE-luciferase, dopamine EC30 potentiation; actives deviate in either direction; B-score at 10 µM; 58,000 compounds, 5.9% hits;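 active = luminescence count or its row- and column-corrected plate score outside the 99.7% band of the plate's sample wells, on either side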
AP ELISA ortho – orthogonal test for alternative complement pathway inhibitors | Human serum alternative complement pathway, LPS-coated ELISA, C3 deposition; tested in compound mixtures | inhibition, % at 5 µM | 62,000 compounds, 0.08% hits;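 active = inhibition above 30% in each of the two pooled mixtures holding the compound, so the lower value exceeds 30%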;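 note: 0% = serum in Mg-EGTA without compound and 100% = EDTA serum blank; some compounds past the cut are filed as inactive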
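Test system: human serum alternative complement pathway, C3 deposition on LPS-coated wells; also added: Plate-bound LPS; doses: 5 µM per compound in ten-compound mixtures; schedule: 1 h at 37 °C; detection: Anti-C3 ELISA, OD 450 nm; evaluation: percent inhibition of C3 deposition onto LPS; repeats: two pool placements per compound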
Hsp90 inh – displaces geldanamycin probe from tumor Hsp90; NCI-N417 lysate Hsp90, Cy3B-geldanamycin FP displacement; inhibition, % at 30 µM; 64,000 compounds, 0.35% hits; AID 429;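 active = inhibition above 50%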;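 note: 0% = tracer plus lysate wells and 100% = tracer alone without lysate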
Ecoli tolC – growth inhibitors of E. coli BW25113 tolC mutant; 65,000 compounds, 2.2% hits; OD615; AID 573; growth inhibition, % at 10 µM (by protocol);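 active = growth inhibition at or above a cutoff equal to the mean over every tested compound plus 3 SD, cut at about 60% in these data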;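 note: growth measured after 20 h incubation at 37 °C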
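signal = optical density read at 615 nm | test system = E. coli ΔtolC::kan strain BW25113 | timing = 20 h compound exposure of bacteria at 37 °C | buffer or medium = LB medium plus 50 µg/mL kanamycin | compound dosing = 10 µM final, single dose | evaluation = % inhibition of E. coli growth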
CatB mix inh – human cathepsin B inhibition by mixtures. P07858. Purified cathepsin B, AMC dipeptide fluorescence, compound mixtures. inhibition, %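 (ten-compound pools at 5 µM per compound and 50 µM total)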. 62,000 compounds, 0.06% hits; in the data active = inhibition above about 22%, passing the limit was not always enough;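 note: 0% = enzyme without compound and 100% = no enzyme blank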
Ec RNAP inh – Escherichia coli RNA polymerase inhibition. inhibition, %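 (tested at 10 µM)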. 62,000 compounds, 0.2% hits. P0A8V2. E. coli RNA polymerase, fluorescence transcription assay; in the data active = inhibition above about 20%;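 note: 0% = enzyme without compound and 100% = no enzyme blank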
Cdc25B inh – human M-phase inducer phosphatase 2 inhibition; P30305; recombinant Cdc25B, OMFP fluorescence Ex485/Em525; inhibition, %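 (compounds tested at 10 µM final in the well)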; 65,000 compounds, 0.1% hits; AID 368; in the data active = inhibition above about 50%
Target sequence (P30305 whole entry, looked up): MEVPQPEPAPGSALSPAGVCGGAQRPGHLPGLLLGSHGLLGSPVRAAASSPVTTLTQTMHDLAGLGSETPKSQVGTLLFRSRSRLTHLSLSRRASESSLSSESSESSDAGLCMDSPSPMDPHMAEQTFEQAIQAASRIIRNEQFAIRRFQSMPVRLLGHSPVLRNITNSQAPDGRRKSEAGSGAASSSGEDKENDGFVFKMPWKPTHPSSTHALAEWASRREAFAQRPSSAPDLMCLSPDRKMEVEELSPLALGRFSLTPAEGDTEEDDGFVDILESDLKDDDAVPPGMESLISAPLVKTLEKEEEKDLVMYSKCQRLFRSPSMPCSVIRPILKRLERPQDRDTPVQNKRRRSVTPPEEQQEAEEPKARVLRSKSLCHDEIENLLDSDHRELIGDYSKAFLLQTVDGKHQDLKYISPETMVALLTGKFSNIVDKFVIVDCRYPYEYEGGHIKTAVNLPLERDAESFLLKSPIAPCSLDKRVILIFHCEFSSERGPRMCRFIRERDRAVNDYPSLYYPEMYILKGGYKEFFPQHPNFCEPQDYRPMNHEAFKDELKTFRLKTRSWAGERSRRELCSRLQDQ
An asterisk follows results filed as active; . = no result given. The order is random; any-hit rate near 7.6%.

SMILES	CatB inh	DUSP1 inh	D1 mod	AP ELISA ortho	Hsp90 inh	Ecoli tolC	CatB mix inh	Ec RNAP inh	Cdc25B inh
CCOc1ccc(N(CC(=O)O)S(=O)(=O)c2ccc(F)cc2)cc1	-3	42	0.2	7	-5	0	-8	.	-10
Cc1n[nH]c(C)c1S(=O)(=O)N1CCN(C2CCCCC2)CC1	-3	14	-0.14	0	-4	-16	-1	8	-12
CN(C(=O)c1cccc(C#N)c1)c1nnc(-c2cnccn2)s1	1	6	-0.14	-33	0	-5	0	-4	-6
O=C1CCCC2=C1C(O)(C(F)(F)F)C(=O)N2Cc1ccccc1 (stereo not drawn)	1	0	-0.17	28	0	-14	7	6	-13
Cc1cc2ccccc2c(=O)n1CC(=O)NCC(=O)N1CCN(c2ccccc2)CC1	1	2	-1	18	-2	0	5	3	-3
COCCNC(=O)C(C)Oc1ccc(Cl)cc1Cl (stereo not drawn)	0	.	2	18	.	6	2	-6	.
O=C(COc1ncnc2ccc(Br)cc12)N1CCOCC1	-1	1	.	-13	-2	-13	-1	8	-12
COc1ccccc1NC(=O)CSc1nc2ccccc2n1C(C)=O	-5	5	.	20	-6	5	7	6	-2
COc1ccc(CNC(C)C2COc3ccccc3O2)c(OC)c1 (stereo not drawn)	-2	-9	-0.17	7	-4	0	-1	-2	-19
Clc1ccc(COc2ccccn2)c(Cl)c1	4	-20	.	.	-2	5	.	13	17
CN1C(=O)N(C)C2C1NC(=O)N2C (stereo not drawn)	2	10	-0.44	0	-5	.	-2	6	7
CC(C)C(=O)Nc1ccc(N2CCN(S(C)(=O)=O)CC2)cc1	3	-5	0.37	8	-1	-14	2	12	-11
Cc1ccccc1CN1CCN(C(=O)c2cccc(F)c2)CC1	6	0	-0.041	5	0	-4	5	4	-6
O=C1c2ccccc2C(=O)N1c1ccccc1S(=O)C(F)(F)F (stereo not drawn)	7	18	.	-5	-1	-7	0	2	6
O=C(CSc1nnc(-c2ccco2)n1CC1CCCO1)c1ccccc1 (stereo not drawn)	8	-1	.	12	-6	-12	6	11	-12
CN(C)C(=O)CSc1nc2ccccc2c(=O)[nH]1	2	-7	-0.13	9	-1	-15	-1	2	-5
O=C(Nc1cccnc1)C1(F)C(F)(F)C(F)(F)C(F)(F)C(F)(F)C1(F)F	2	7	-0.0058	9	-1	-9	0	1	24
C=CCNC(=O)C(C)Sc1ccc(Cl)cc1 (stereo not drawn)	1	2	-0.027	-6	-13	-3	6	-10	-2
CCOc1ccc(OCC)c(NC(=O)CSc2nc3ccccc3c(=O)n2C)c1	3	21	1.9	2	5	-9	2	.	-2
CC(=O)Cc1nsc(NC(=O)c2ccc(COc3ccc(C)cc3)o2)n1	5	7	-0.056	9	-3	29	1	-1	1
O=c1c(-c2ccccc2)coc2c(CN3CCCC3)c(O)ccc12	0	19	.	10	-4	-20	0	-5	-7
CC1CCCCN1CCNC(=O)C1CC(=O)N(c2ccc(F)c(Cl)c2)C1 (stereo not drawn)	3	9	-1.6	1	0	-11	-5	3	7
COc1cc2c(cc1NC(=O)CSCC(=O)O)oc1ccccc12	2	14	.	16	.	16	2	6	8
CC(C)(C)n1nnnc1C(c1ccccc1)N1CCc2ccccc2C1 (stereo not drawn)	3	4	-0.69	7	-4	8	3	3	-14
Cc1cc(-n2ccc(=O)[nH]c2=O)nc(-c2ccccc2)n1	-3	7	3.8	4	1	-5	0	0	-7
COc1ccc(OCC(O)Cn2c(=N)n(CCN3CCCCC3)c3ccccc32)cc1 (stereo not drawn)	7	0	-0.83	-11	-1	24	1	7	-20
Cc1ccc(S(=O)(=O)N2CCCC2C(=O)O)cc1 (stereo not drawn)	2	-7	-0.79	13	-4	-21	2	0	-8
COc1ccc(NC(=O)CSc2nncs2)cc1OC	-2	-3	0.0051	-4	-2	-5	-5	-2	-7
COc1cccc(/C=C2/CN(C)CC3=C2OC(N)=C(C#N)C3c2cccc(OC)c2)c1 (stereo not drawn)	1	6	.	16	-9	17	2	4	5
CCOc1ccccc1N1C(=O)CC(N(O)c2ccccc2)C1=O (stereo not drawn)	1	32	0.68	20	31	-2	3	5	2

Arranged by the number under CatB inh (descending): 3 from the list above.
Compound	CatB inh
CC1CCCCN1CCNC(=O)C1CC(=O)N(c2ccc(F)c(Cl)c2)C1 (stereo not drawn)	3
COc1cc2c(cc1NC(=O)CSCC(=O)O)oc1ccccc12	2
COc1cccc(/C=C2/CN(C)CC3=C2OC(N)=C(C#N)C3c2cccc(OC)c2)c1 (stereo not drawn)	1

Next part:
SMILES	CatB inh	DUSP1 inh	D1 mod	AP ELISA ortho	Hsp90 inh	Ecoli tolC	CatB mix inh	Ec RNAP inh	Cdc25B inh
Cc1nc2nc3c(cn2n1)C(=O)CC(c1ccccc1)C3 (stereo not drawn)	5	-8	-0.36	-3	-4	-21	-1	9	4
COc1ccc(NC(=O)C23CCC(C2)C(C)(C)C3=O)cc1 (stereo not drawn)	-4	4	0.62	-26	2	1	-2	0	0
FC(F)(F)c1cc(-c2ccco2)nc(-n2nc(C(F)(F)F)cc2C2CC2)n1	0	2	5.3*	7	-2	-11	1	0	-6
Cc1ccc(Cn2ccc(NC(=O)CCSc3nc(-c4ccco4)cc(C(F)(F)F)n3)n2)cc1	9	5	-0.012	-16	-4	31	6	2	-8
Cc1ccc(CNC2=NCCCCC2)n1C	0	24	0.16	18	-2	-14	5	-7	-10
O=C(Nc1ccccc1)N1CCC(c2nc(-c3ccc(S(=O)(=O)N4CCOCC4)cc3)no2)CC1	1	-5	-0.66	20	-2	27	-2	-3	18
CC(C)(C)c1ccc(NC(=O)COC(=O)C2=COCCO2)cc1	6	32	-0.66	7	-2	4	9	4	-2
N#Cc1cn(-c2ccccc2)nc1-c1ccccc1	3	7	5.7*	18	2	4	1	-1	2
Cc1ccnc(SCCn2c(Br)nc3c2c(=O)n(C)c(=O)n3C)n1	2	-15	0.38	-6	-2	-6	1	10	-3
CC[n+]1ccc(C)c2cc(S(=O)C(F)(F)F)ccc21 (stereo not drawn)	5	3	-0.2	14	-7	-19	-1	-2	8
CC1(C)CC(=O)C(C(=O)CCCCC(=O)C2C(=O)CC(C)(C)CC2=O)C(=O)C1	-1	-18	0.098	-4	3	-7	2	-11	-16
Nc1nc(N2CCOCC2)nc(N(c2ccccc2)c2ccccc2)n1	-4	-3	1.1	17	-3	-4	5	5	-4
COc1cc(C)c(S(=O)(=O)N2CCN(C)CC2)cc1C	4	5	-1.3	5	-1	-4	6	8	-5
CCN(CC)C(=O)c1cc2c(=O)n3cccc(C)c3nc2n1C	-3	15	-0.99	20	-2	-3	4	-1	74*
CC(C)OC(=O)C(CC(=O)O)NCc1ccccc1 (stereo not drawn)	-3	-16	-1.9	2	4	-3	-1	1	-27
O=C(CSc1ncn(-c2ccccc2)n1)c1cccs1	8	0	0.38	10	-10	8	0	9	6
CN(C)c1ccc(C(=S)N2CCN(c3ccccc3)CC2)cc1	1	-6	0.13	6	-3	32	-4	-1	-1
CCN(CC)S(=O)(=O)c1ccc(-c2nnc(SCC(=O)c3ccc(OC)cc3)o2)cc1	1	-26	.	19	3	-23	5	0	-13
Cc1cccc(-n2ncc3c(NCc4ccc5c(c4)OCO5)ncnc32)c1	5	6	.	5	1	76*	-1	4	1
COCc1[nH]nc2c1C1(CCSCC1)C(C#N)=C(N)O2	-1	-4	-0.45	10	-4	-13	-6	4	-3
Cc1ccccc1OCC(=O)NCCN(C)C	-4	-10	-0.031	22	-4	-12	8	2	-1
COc1cccc(C2=CC(c3ccc(N(C)C)cc3)n3ncnc3N2)c1 (stereo not drawn)	2	-10	1.4	3	-8	27	2	6	3
CCOCC(=O)Nc1cccc(NC(C)=O)c1	3	-7	-0.06	0	-3	-11	-3	1	-7
Cc1ccc(CC2CC(=O)N(c3ccncc3)C2=O)cc1 (stereo not drawn)	-8	6	0.26	34	-1	-7	6	4	-12
COCCN(C(=O)CCC(=O)Nc1ccccn1)C(C(=O)NC1CCCC1)c1ccc(OC)cc1 (stereo not drawn)	2	3	.	3	0	-7	4	9	21
Cc1c(N=Cc2ccncc2)c(=O)n(-c2ccccc2)n1C	-1	-12	-0.43	2	-6	-26	1	4	-1
O=C(NCCCCO)C(F)(F)C(F)(F)C(F)(F)C(=O)NCCCCO	-1	-15	-0.33	15	-1	-11	6	5	1
Cc1ccc2c(c1)[nH]c1c(=O)n(CCCN3CCOCC3)cnc12	7	-3	0.61	-18	-6	-6	3	8	2
CN(C)c1ccc(CNn2cnnc2)cc1	2	-5	-1	16	-8	-15	6	0	3
CCN(CC)CCNC(=O)c1ccc(CS(=O)(=O)c2ccc(Br)cc2)o1	3	-10	-0.053	16	0	-11	-13	5	-6
CCOC(=O)C1CCN(c2nc3ccccc3nc2C(C#N)C(=O)OC(C)COC)CC1 (stereo not drawn)	2	-27	.	13	1	-18	4	10	18
Cc1cc(=O)[nH]c(-c2ccccc2O)n1	.	-6	0.43	20	2	-4	.	.	-3
Cc1csc(NC(=O)CSc2nnc(-c3ccoc3C)n2Cc2ccco2)n1	0	22	-0.36	-6	-2	25	8	-5	-3
CCCC(c1nnnn1Cc1ccco1)N1CCN(C2CCCC2)CC1 (stereo not drawn)	4	22	-1	10	0	-9	4	2	-24
COc1ccc(CCNC(=O)C2CCCN(S(=O)(=O)c3cccc4nonc34)C2)cc1OC (stereo not drawn)	-7	-1	0.19	12	-7	-23	4	10	0
COc1ccc(C2CC(=O)C(C=NCCN3CCOCC3)=C(O)C2)cc1 (stereo not drawn)	2	-10	-0.21	-5	1	2	5	7	-5
O=C1c2oc3ccc(Cl)cc3c(=O)c2C(c2ccco2)N1CCN1CCOCC1 (stereo not drawn)	3	3	.	17	-2	3	3	5	-29
CSCCC(NC(N)=O)C(=O)N(C)CC(=O)Nc1ccc(C)cc1 (stereo not drawn)	-1	9	1.2	8	1	-5	0	10	-12
O=C(c1ccc(NC(=O)C2(c3ccccc3)CCOCC2)cc1)N1CCOCC1	0	13	0.59	6	-11	-2	-5	-4	-2
CCOC(=O)CCc1c(C)nc(SCCN2CCCC2)c(C#N)c1C	-2	-14	0.11	-8	-3	-4	1	5	-6

Looked up above.
Under D1 mod, Cc1ccc2c(c1)[nH]c1c(=O)n(CCCN3CCOCC3)cnc12 is entered as 0.61
Under Cdc25B inh, Cc1ccc(Cn2ccc(NC(=O)CCSc3nc(-c4ccco4)cc(C(F)(F)F)n3)n2)cc1 is entered as -8
Under AP ELISA ortho, O=C(NCCCCO)C(F)(F)C(F)(F)C(F)(F)C(=O)NCCCCO is entered as 15
Under Cdc25B inh, CCN(CC)C(=O)c1cc2c(=O)n3cccc(C)c3nc2n1C is entered as 74*

(list continues)
SMILES	CatB inh	DUSP1 inh	D1 mod	AP ELISA ortho	Hsp90 inh	Ecoli tolC	CatB mix inh	Ec RNAP inh	Cdc25B inh
CCc1cccc(NC(=O)Cn2cc3c(n2)CCCC3)c1	-2	-10	1.1	4	-2	13	5	6	-8
O=C1CSC(=O)N1CCOCCN1C(=O)CSC1=O	0	-12	-0.17	-1	-1	-14	3	8	1
O=C(Nc1ccc2c(c1)OCCO2)c1ccccc1F	1	6	0.56	7	1	-2	3	-3	-2
CC1(C)C2CCC1(C)C(NC(=O)CCN1CCCCC1)C2 (stereo not drawn)	4	-19	.	.	-2	12	.	12	28
CC(=O)c1sc(-c2c(C)nc3sccn23)nc1C1CCCC1	-2	9	2.2	23	1	6	-1	-8	5
COc1ccc(Cl)cc1NC(=O)N1CCN(S(C)(=O)=O)CC1	0	-3	0.013	16	-2	-15	6	6	-8
